From PubChem BioAssay
USP1 inh – USP1/UAF1 (human) deubiquitinase inhibition | O94782 | recombinant USP1/UAF1, Ub-Rhodamine cleavage fluorescence | Potency, µM (doses to about 57.1 µM), inactives show top-dose activity change, negative = inhibition, most hits filed as inhibitors | actives 0.23% (n = 390,000); also: % is scaled to controls: 0 for no effect and ±100 for the full control effect; nearly all actives have a fitted effect of over 60% in size; inactives centre near -12
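USP1/UAF1 complex (1 nM) preincubated 15 min at room temperature with compound, then Ub-Rho substrate (150 nM final) added. Kinetic fluorescence at 480/540 nm over 6 reads at 60 s intervals; 50 mM HEPES pH 7.8, 0.5 mM EDTA, 0.1 mg/ml BSA, 1 mM TCEP, 0.01% Tween-20.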
mIDH1 inhibitor – blocks human mutant IDH1 R132H enzyme | actives 0.093% (n = 390,000) | O75874 | IDH1-R132H enzyme, NADPH consumption, diaphorase/resazurin fluorescence | Potency, µM (series often up to 76.6 µM), for the others: top-dose activity change, negative = inhibition, most hits filed as inhibitors; also: % is scaled to controls: 0 for no effect and ±100 for the full control effect; nearly all actives have a fitted effect of over 65% in size
Target sequence (O75874 whole entry R132H, stated change not applied): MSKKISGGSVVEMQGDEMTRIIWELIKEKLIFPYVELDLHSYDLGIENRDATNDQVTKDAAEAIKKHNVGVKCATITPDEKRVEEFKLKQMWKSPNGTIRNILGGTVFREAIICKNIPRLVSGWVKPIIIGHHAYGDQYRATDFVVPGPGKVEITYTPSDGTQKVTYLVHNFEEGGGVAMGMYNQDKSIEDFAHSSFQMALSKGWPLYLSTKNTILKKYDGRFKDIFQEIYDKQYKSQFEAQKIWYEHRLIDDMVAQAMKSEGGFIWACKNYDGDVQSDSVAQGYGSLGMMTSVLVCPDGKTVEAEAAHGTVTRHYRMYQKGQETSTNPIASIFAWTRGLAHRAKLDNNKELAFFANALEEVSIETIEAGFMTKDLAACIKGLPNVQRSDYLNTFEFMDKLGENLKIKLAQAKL
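IDH1-R132H (0.5 ug/mL dispensed) in pH 7.5 Tris buffer was preincubated 30 min with compound, then given a substrate mix of 0.016 mM NADPH and 2 mM alpha-KG for 80 min at room temperature; remaining NADPH was read by diaphorase/resazurin fluorescence.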
RXFP1 ag – RXFP1 (human) receptor agonism; HEK293T-RXFP1 cAMP TR-FRET, 30 min; response scale: percent of porcine relaxin response, buffer zero; actives 0.3% (n = 370,000); Potency, µM (doses to about 57.5 µM), inactives show at the highest dose activation, usual class: activators; AID 2676; also: % is scaled to controls: 0 for no effect and ±100 for the full control effect; nearly all actives have a fitted effect of over 60% in size; many of its hits are not listed in these tables
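cAMP rise read by TR-FRET after 30 min, 37C compound exposure (up to 58 uM) in RXFP1-transfected HEK293 cells with Ro 20174 present. EC50 from Hill-equation fits, with 29 nM porcine relaxin as 100% and buffer as basal.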
Vif-APOBEC3G blk – inhibitors of Vif-APOBEC3G interaction. Q9HC16. HeLa A3G-eYFP + Vif (tagged APOBEC3G with the HIV-1 protein that degrades it), YFP fluorescence, overnight. Potency, µM (highest dose often 46.1 µM), for inactives: top-dose activity, negative = active, hits mostly inhibitors. actives 0.076% (n = 410,000). AID 602310;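 also: % is scaled to controls: 0 for no effect and ±100 for the full control effect; nearly all actives have a fitted effect of over 60% in size; hits raise eYFP signal because A3G escapes Vif-driven loss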
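Read-out is eYFP fluorescence (Ex 488/Em 500-530) from Vif-expressing HeLa A3G-eYFP cells; more signal means A3G escaped Vif-mediated degradation. Cells plated overnight, compound pinned in, incubated overnight at 37 deg C.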
TrxR1 substrate – rat thioredoxin reductase 1 substrate activity | O89049 | purified TrxR1 substrate turnover, NADPH consumption readout | Potency, µM (doses to about 114 µM), inactives show top-dose activity change, negative = substrate turnover | actives 0.01% (n = 390,000) | AID 588456; also: % is scaled to controls: 0 for no effect and ±100 for the full control effect; nearly all actives have a fitted effect of over 50% in size
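Rat TrxR1, dispensed at 90 nM, was prereduced with 400 uM NADPH (final) for 5 min at ~22 deg C, then incubated with compound 15 min before 400 uM selenite. A first-read NADPH fluorescence drop versus no-compound background flagged substrates.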
12-LOX inh – inhibitors of human 12S-lipoxygenase ALOX12. P18054. purified 12hLO, xylenol orange hydroperoxide absorbance. Potency, µM (highest dose often 108 µM), for the others: at the top dose activity change, negative = inhibition, most hits filed as inhibitors. actives 1.1% (n = 580,000); also: % is scaled to controls: 0 for no effect and ±100 for the full control effect
Target sequence (P18054 whole entry, looked up): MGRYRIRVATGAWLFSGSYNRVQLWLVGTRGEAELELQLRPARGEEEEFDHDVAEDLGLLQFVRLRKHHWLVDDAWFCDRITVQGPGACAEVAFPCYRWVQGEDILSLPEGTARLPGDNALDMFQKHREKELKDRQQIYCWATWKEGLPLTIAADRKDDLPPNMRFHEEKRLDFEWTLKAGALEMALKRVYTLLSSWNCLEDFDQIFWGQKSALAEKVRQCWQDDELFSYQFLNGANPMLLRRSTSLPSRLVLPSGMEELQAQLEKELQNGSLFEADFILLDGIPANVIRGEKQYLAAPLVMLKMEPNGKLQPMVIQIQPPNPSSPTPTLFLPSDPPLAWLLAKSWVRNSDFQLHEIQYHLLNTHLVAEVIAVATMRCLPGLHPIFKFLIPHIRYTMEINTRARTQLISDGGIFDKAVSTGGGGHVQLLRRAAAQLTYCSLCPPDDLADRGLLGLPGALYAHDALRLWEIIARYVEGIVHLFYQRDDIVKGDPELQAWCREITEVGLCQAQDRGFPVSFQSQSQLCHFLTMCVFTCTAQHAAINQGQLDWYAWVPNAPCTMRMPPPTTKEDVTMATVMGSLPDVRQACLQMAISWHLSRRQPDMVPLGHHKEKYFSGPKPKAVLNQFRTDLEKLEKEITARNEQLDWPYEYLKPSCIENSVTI
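Hydroperoxide product was detected by ferrous iron/xylenol orange as the 573 to 405 nm absorbance ratio. Arachidonic acid at 40 uM (final) was turned over for 30 min at room temperature by 150 nM human 12hLO, pH 7.0 Hepes buffer, after 15 min compound preincubation.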
Vif-APOBEC3F blk – inhibitors of Vif-A3F interaction; HeLa A3F-eYFP + Vif (tagged APOBEC3F with the HIV-1 protein that degrades it), YFP fluorescence increase; Potency, µM (top dose mostly 46.1 µM), inactives show at the top dose activity, negative = active; actives 0.2% (n = 390,000); AID 602313; also: % of control where 0% means no effect; nearly all actives have a fitted effect of over 65% in size
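HeLa cells stably expressing A3F-eYFP plus Vif, plated and incubated overnight at 37 deg C, then exposed to compounds overnight at 37 deg C. Blocked degradation read as raised yellow fluorescence (Ex 488/Em 500-530).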
TrxR1 inh – inhibitors of rat thioredoxin reductase 1 | O89049 | recombinant rTrxR1, NADPH fluorescence consumption, selenite substrate | Potency, µM (doses to about 114 µM), without a hit: at the top dose activity change, negative = inhibition, hits mostly inhibitors | actives 1% (n = 390,000) | AID 588453; also: % is scaled to controls: 0 for no effect and ±100 for the full control effect; nearly all actives have a fitted effect of over 65% in size
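Rat TrxR1 (90 nM in the dispensed reagent) was pre-reduced with 400 uM NADPH for 5 min at room temperature, then incubated with compound for 15 min. After 400 uM selenite was added, NADPH fluorescence (Ex 340/Em 450 nm) was followed for 8 min.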
RGS4 inh – inhibitors of human regulator of G protein signaling 4; actives 0.039% (n = 390,000); Potency, µM (titrated, usually from 114 µM), for the others: at the top dose activity change, negative = inhibition, usual class: inhibitors; Transcreener GDP fluorescence polarization, RGS4-accelerated GTP hydrolysis; AID 504845; P49798; also: % is scaled to controls: 0 for no effect and ±100 for the full control effect; nearly all actives have a fitted effect of over 75% in size; some results filed as inactive show a strong effect at the top dose
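MLSMR compounds (23 nl, pin-transferred) preincubated 10 min at room temperature with a 500nM (2x) first reagent, then RGS4 at 900nM (2x) plus Transcreener GDP mix added; fluorescence polarization (620/688 nm) read before and after 90 min at 30 °C.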
Starred values were filed as active, the others as inactive; ? = inconclusive; . = not tested or not shown; [ ] = dose if it differs, or a comment. Calls follow the shape of the dose curve; as a rule, active = well fitted curve in the direction sought with a large enough effect; inconclusive = small, poorly fitted or top-dose-only effect, or another doubt; inactive = no such curve, though single readings can be large; an effect the other way counts as inactive or inconclusive. Potency is read from the fitted curve at half-maximal effect.

compound | RGS4 inh | Vif-APOBEC3F blk | TrxR1 inh | RXFP1 ag | TrxR1 substrate | Vif-APOBEC3G blk | USP1 inh | mIDH1 inhibitor | 12-LOX inh
CN(C)c1ncc(S(=O)(=O)c2ccccc2)c(N)n1 | 16.1% | -10.6% | 0.5% | -0.6% | -3.1% | 1.5% | -14.0% | 4.3% | -4.1%
COc1ccccc1NS(=O)(=O)c1cccc(C(=O)NC2CCN(Cc3ccccc3)CC2)c1 | 8.5% | -2.0% | 16.9%[57.1 µM] | -1.4% | 9.3%[57.1 µM] | -0.7% | -3.7% | -2.4% | .
O=C(CSc1nnc(-c2ccccc2)c2ccccc12)NCCN1C(=O)CSC1=O | -1.8% | -3.8% | 4.7% | 3.7% | -3.4% | -22.1% | -3.2% | -3.7% | 0.6%
CCOc1ccccc1/C=N/NC(=O)c1c(C)nc2ccc(Br)cn12 | 6.4% | -5.9% | -8.4% | 5.5% | -12.5% | -1.0% | -10.3% | 42.5%[activator] | 16.3%
CSCC[C@H](NS(=O)(=O)c1ccc(C)cc1)C(=O)N1CCC(C(=O)N[C@H](C(=O)O)c2ccccc2)CC1 | 12.7% | 9.5% | 2.1% | -0.5% | -2.8% | -0.5% | 15.9% | -5.4% | 29.0%
O=C1CCCc2c1nn(-c1ccccc1)[n+]2[O-] | 2.9% | 3.4% | ? | -0.2% | 8.6% | 2.3% | -16.2% | -4.0% | 13.3%
CCN(C(=O)CSc1nc(C)nc2sc(C)c(C)c12)C1CCS(=O)(=O)C1 (configuration not stated) | 11.3% | -1.2% | -5.4% | 1.0% | -3.6% | 1.4% | -11.0% | -5.3% | 4.2%
CC(C)CC(=O)NC(=S)NNC(=O)c1ccc(NC(=O)C2CCCCC2)cc1 | ? | -6.9% | ? | -0.4% | -18.1% | 4.5% | -10.6% | -0.8% | ?
CCOC(=O)c1cnc(-c2ccccc2)nc1Oc1ccc(C)cc1 | -35.6% | -20.3% | 18.3%[57.1 µM] | -1.6% | 9.2%[57.1 µM] | 1.0% | -17.6% | 2.2% | ?
CCCCNCc1cc(Br)c(OCC(=O)N2CCOCC2)c(OC)c1 | 5.5% | -6.3% | 14.0% | -0.3% | 3.7% | 4.2% | -1.8% | 4.7% | -5.8%
Cc1ccnc(Sc2ncccc2[N+](=O)[O-])n1 | 15.5% | . | -4.8% | 0.1% | 0.2% | -1.4% | 1.6% | 3.1% | -2.1%
O=C(O)c1ccc2c(c1)OCCOCCOCCOCCOCCO2 | 18.4% | -3.3% | 9.6% | 0.8% | 7.0% | 4.0% | -10.9% | 0.0% | 2.7%
O=C(NNC(=O)c1cc2cc(Br)ccc2oc1=O)c1ccc(O)cc1O | -53.7% | 5.8% | 7.6%[57.1 µM] | 0.2% | 5.0%[57.1 µM] | -8.8% | ? | 10.6% | -2.5%
O=C(Cc1ccccc1)NNC(=S)Nc1ccc(Cl)cc1 | -10.5% | -18.1% | -5.1% | 1.1% | 1.3% | 0.4% | -6.6% | -0.3% | -20.7%
NC(=O)C1CC(=O)N(c2ccc(OCC(=O)N3CCCC3)cc2)C1 (configuration not stated) | 23.3% | -15.5% | -0.1% | . | -4.1% | 2.5% | -8.9% | 0.0% | 14.7%
O=C(NCc1ccc2c(c1)OCO2)C1CCC(=O)N1C1CCCC1 (configuration not stated) | 13.5% | ? | -4.7%[57.1 µM] | 1.6% | 2.6%[57.1 µM] | 0.1% | -1.7% | -3.1% | 0.0%
CCOC(=O)c1cn(CC(=O)Nc2ccc(C)cc2)nn1 | 28.4% | -0.2% | 2.6% | 0.8% | -5.7% | 4.4% | 5.6% | 4.4% | 0.0%
N#Cc1ccc(C(=O)Nc2ccc3c(c2)N(C2CCCC2)C(=O)c2ccccc2S3)cc1 | -6.2% | -2.1% | 14.0%[57.1 µM] | 3.4% | 0.5%[57.1 µM] | 1.9% | -17.5% | 13.8% | -9.6%
Cc1cccc(Cc2nnc(CCC(=O)N(CC3CC3)CC3CCCO3)o2)c1 (configuration not stated) | -10.7% | 8.4% | 23.7% | -1.4% | 6.9% | -9.4% | -28.4% | -0.9% | 0.4%
CN(Cc1ccccn1)Cc1nc(Cc2ccccc2Cl)no1 | -2.4% | -14.3% | 22.1%[57.1 µM] | -0.4% | 3.8%[57.1 µM] | 6.8% | -21.9% | 3.2% | 11.5%
Cc1oc2nc(SCC(=O)N3CCCCC3)nc(N)c2c1C | 3.7% | 11.2% | -11.1% | 1.2% | -6.9% | -0.1% | -3.2% | 0.1% | 5.5%
c1coc(CNc2nc(N3CCCCC3)nc3ccccc23)c1 | -11.3% | -3.0% | 11.7%[57.1 µM] | -0.4% | 19.4%[57.1 µM] | -2.3% | 0.5% | 1.3% | -37.1%
O=C(C1CCN(S(=O)(=O)c2cccnc2)CC1)N1CCN(C2CCCC2)CC1 | -40.0% | -2.1% | -7.5%[57.1 µM] | -0.3% | -4.9% | 0.1% | 7.8% | -6.5% | .
Cn1c(=O)n(CC(=O)Nc2cccnc2)c2ccccc21 | 4.1% | -16.7% | 14.0% | . | -3.9% | 0.4% | -0.6% | -4.8% | 21.5%
CCc1nnc(NC(=O)CCC(=O)Nc2ccc(OC)cc2OC)s1 | 28.7% | -4.7% | 1.9% | -1.5% | -1.7% | 3.1% | -14.5% | -5.2% | 6.5%
Cc1ccc(OCC(=O)n2nc(C)cc2C)c(Br)c1 | 2.3% | -0.9% | 13.2% | 1.8% | 8.7% | 0.2% | -16.4% | 2.9% | 16.7%
COC(=O)C(C)Sc1snnc1-c1ccccc1 (configuration not stated) | -12.1% | -9.7% | -0.2% | 0.6% | -9.7% | -5.2% | -3.6% | 4.8% | 16.3%
CCNc1c(NCC)c(=O)c1=O | 1.6% | ? | 1.5%[57.1 µM] | 3.7% | -2.9% | -2.6% | 2.1% | -1.2% | 400.2%[activator]
CN(C(=O)c1cnccn1)c1c(N)n(Cc2ccccc2)c(=O)[nH]c1=O | -32.4% | -8.2% | -4.7% | -1.0% | -12.0% | 1.0% | -12.4% | 7.8% | -14.6%
CCOC(=O)N1CCC(NC(=O)CS(=O)(=O)Cc2nc(-c3cccc(Cl)c3)oc2C)CC1 | 3.8% | -11.4% | -2.8% | -0.1% | -3.7% | 0.3% | -8.5% | -0.9% | -12.0%
CCOCCCN(C)C1CCN(C(=O)c2oc3ccccc3c2NC(=O)Cc2ccc([N+](=O)[O-])cc2)CC1 | 10.9%[11.4 µM] | -0.3% | -13.4% | 11.1% | -16.3% | 0.1% | -8.7% | 0.0% | 2.6%
CCC(C)c1ccc(C(C)NC(=S)NC2CCCCC2)cc1 (configuration not stated) | 0.1% | ? | 3.0%[57.1 µM] | 1.2% | 3.1%[57.1 µM] | 0.4% | -3.8% | -0.6% | ?
CC(=O)OCCCNc1cc(Sc2ccc(Cl)cc2)c2nonc2c1[N+](=O)[O-] | 15.3% | -13.7% | 3.16µM* | 0.4% | -14.3% | -0.1% | -8.1% | 4.3% | ?
CCN(CC)c1ccc2cc(-c3nnc(Nc4ccc(C)cc4)s3)c(=O)oc2c1 | 13.3% | -625.1% | 14.5%[57.1 µM] | -1.5% | 5.8%[57.1 µM] | 4.0% | ? | -14.3% | 1.7%
COc1ccc(CCN=C(N)C(C)c2ccccc2)cc1OC (configuration not stated) | 1.1% | 8.2% | 8.1%[57.1 µM] | 0.6% | 7.2%[57.1 µM] | 5.1% | 8.7% | -4.4% | ?
O=C(Nc1ncc2c(n1)-c1ccccc1CC2)c1ccc(F)cc1 | 8.4% | -2.1% | -3.7% | -3.1% | -4.9% | 0.4% | -11.0% | 20.5% | -24.8%
CC1CN(Cc2cnc(Cl)s2)CC(C)O1 (configuration not stated) | 12.3% | 10.4% | 7.6% | -0.4% | -0.9% | 1.3% | 4.3% | -6.8% | ?
CC(=O)c1ccc(Nc2ccc(-c3ccccc3F)nn2)cc1 | -2.3% | ? | -11.0% | 2.4% | -5.6% | -17.1% | -34.2% | 7.5% | 0.4%
CCOC(=O)c1cnc2c(C)c(Cl)ccc2c1NCCc1ccc(OC)c(OC)c1 | 1.2% | -2.7% | 20.0% | 9.8% | 13.0% | 0.8% | -0.8% | 0.8% | -28.4%
CS(=O)(=O)N(CC(=O)NCc1ccc2c(c1)OCO2)c1ccc(Cl)cc1 | -6.1% | 4.6% | 32.9% | -0.5% | 7.0% | -0.5% | -9.9% | 6.6% | -16.5%
Cc1ccc(-c2nc(C#N)c(N3CCCCC3)o2)cc1 | 4.0% | 0.3% | 47.1%[activator] | 3.1% | 70.0%[activator] | -2.4% | -18.6% | -3.3% | 2.6%

An excerpt; rates above refer to the full screens.
